# CRFR2-BP ag = CRF-BP/CRF-R2 complex agonism. HEK293 CRF-R2/CRF-BP, calcium dye fluorescence (FLIPR); percent of saturating CRF peptide response. activation, % at 13.2 µM. 350,000 tested, 0.46% active;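 active = activation of at least 50%, plus an integration ratio under a set limit after plate pattern correction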;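 also: plate controls were neutral control wells without compound for no effect and CRF at EC100 for full effect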
# IDE inh = cellular human IDE inhibition. 320,000 tested, 0.41% active. HEK cells, FAbetaB cleavage, fluorescence polarization. P14735. AID 434962. inhibition, % at 5.59 µM;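 active = percent inhibition above the average of all tested compounds plus 3 SD, set per screening campaign, cut at about 16% in these data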;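 also: IDE supplied by intact live HEK cells; FP after avidin binding of uncleaved biotin substrate so inhibition keeps polarization high; 0% = DMSO wells and 100% = 60 µM reference IDE inhibitor Ii1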
# CHRM4 agonist = agonists of human muscarinic M4 receptor (CHRM4); P08173; CHO-K1 hM4/Gqi5, Fluo-8 calcium fluorescence; vehicle 0%, full acetylcholine response 100%; activation, % at 3 µM; 360,000 tested, 0.14% active; AID 624127;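 active = activation above the run mean over all test wells plus 3 SD, cut at about 32% in these data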;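 also: peak over basal fluorescence ratio per well then scaled between controls; 0% = DMSO wells and 100% = acetylcholine at EC100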
# Target sequence (P08173 whole entry, looked up): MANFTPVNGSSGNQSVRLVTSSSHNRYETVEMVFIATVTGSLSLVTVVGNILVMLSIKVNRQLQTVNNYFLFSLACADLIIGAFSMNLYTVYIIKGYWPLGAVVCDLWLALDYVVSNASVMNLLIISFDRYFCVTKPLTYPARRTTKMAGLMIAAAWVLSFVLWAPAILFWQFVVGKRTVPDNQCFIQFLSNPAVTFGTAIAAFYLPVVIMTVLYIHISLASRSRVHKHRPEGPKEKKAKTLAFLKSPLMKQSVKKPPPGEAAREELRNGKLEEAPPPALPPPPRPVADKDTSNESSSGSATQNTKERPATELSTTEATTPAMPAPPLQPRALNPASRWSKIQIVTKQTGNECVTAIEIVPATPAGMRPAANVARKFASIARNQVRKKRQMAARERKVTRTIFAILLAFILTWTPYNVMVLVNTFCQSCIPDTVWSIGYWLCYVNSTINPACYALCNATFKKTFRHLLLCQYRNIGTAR
# M4 PAM = potentiates acetylcholine response at human M4 receptor. P08173. CHO-K1 hM4/Gqi5, Fluo-8 calcium fluorescence, ACh EC20; 0% = ACh EC20, 100% = maximal ACh. activation, % at 3 µM. 360,000 tested, 0.4% active;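 active = activation above its plate's cutoff, the mean activation of sample wells plus 3 SD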; also: some results filed as inactive read as strong as hits
# CHRM5 antagonist = CHRM5 antagonism in calcium assay; CHO-hM5 cells, Fluo-8 calcium fluorescence, ACh EC80; 360,000 tested, 0.59% active; inhibition, % at 3 µM; AID 624040; P08912;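 active = inhibition above a per-plate cutoff, the mean of that plate's test compounds plus 3 SD, cut at about 27% in these data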;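 also: 0% = acetylcholine EC80 with DMSO and 100% = DMSO without agonist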
# Target sequence (P08912 whole entry, looked up): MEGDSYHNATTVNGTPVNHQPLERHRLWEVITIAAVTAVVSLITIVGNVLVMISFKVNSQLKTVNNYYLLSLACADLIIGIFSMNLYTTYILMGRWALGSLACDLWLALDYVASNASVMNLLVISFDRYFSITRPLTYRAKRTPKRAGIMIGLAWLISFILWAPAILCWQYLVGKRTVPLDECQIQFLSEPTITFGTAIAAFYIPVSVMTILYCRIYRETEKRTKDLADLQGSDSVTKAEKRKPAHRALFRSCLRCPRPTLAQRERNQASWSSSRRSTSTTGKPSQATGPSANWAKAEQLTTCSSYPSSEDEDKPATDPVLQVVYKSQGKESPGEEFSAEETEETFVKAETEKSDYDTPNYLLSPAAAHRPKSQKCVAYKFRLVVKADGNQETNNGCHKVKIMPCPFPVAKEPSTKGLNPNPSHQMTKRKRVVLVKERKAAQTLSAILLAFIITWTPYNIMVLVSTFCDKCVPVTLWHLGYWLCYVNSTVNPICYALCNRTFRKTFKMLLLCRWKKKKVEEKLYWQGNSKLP
# CHRM4 antagonist = blocks acetylcholine activation of human M4 receptor | CHO-hM4 cells, ACh EC80, Fluo-8 calcium fluorescence | inhibition, % at 3 µM | 360,000 tested, 0.73% active | AID 624125;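 active = inhibition above its plate's cutoff, the mean inhibition of sample wells plus 3 SD, cut at about 27% in these data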;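 also: 0% = acetylcholine EC80 with DMSO and 100% = DMSO without agonist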
# CRFBP-R2 block = blocks CRF-induced signaling of the CRF-BP/CRF-R2 complex. HEK293 CRF-R2/CRF-BP, CRF-induced calcium fluorescence. inhibition, % at 11.8 µM. 350,000 tested, 0.59% active;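 active = inhibition of the ligand-induced calcium signal above about 50% at the single tested concentration, limit read from the data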
# M5 ag = CHRM5 agonism in calcium assay; P08912; CHO-K1 hM5 cells, Fluo-8 calcium fluorescence; 0% DMSO wells, 100% maximal acetylcholine response; activation, % at 3 µM; 360,000 tested, 0.19% active; AID 624037;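 active = activation above the run's mean over test compounds plus 3 SD, cut at about 23% in these data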;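 also: signal is peak over basal fluorescence ratio across the kinetic read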
# M5 PAM = positive allosteric modulators of human muscarinic M5 receptor | CHO-K1 hM5, Fluo-8 calcium, ACh EC20 PAM; 0% = ACh EC20, 100% = ACh EC100 | P08912 | activation, % at 3 µM | 360,000 tested, 0.3% active | AID 624038;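 active = activation above the run cutoff, the mean activation of all test compounds plus 3 SD, cut at about 18% in these data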
#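 system = human M5 receptor in CHO-K1 cells | reagent = EC20 acetylcholine as agonist stimulus | compound dosing = single-point, 3 µM nominal | incubation = Fluo-8 loading 80 min at 37 °C plus 30 min room temperature | detection = Fluo-8 calcium dye fluorescence, kinetic read | benchmarks = low control EC20 acetylcholine (0%), high control EC100 acetylcholine (100%)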
# Numbers without * were called inactive; . = no result given.
# The opening 3 records, to show the layout:
SMILES,CRFR2-BP ag,IDE inh,CHRM4 agonist,M4 PAM,CHRM5 antagonist,CHRM4 antagonist,CRFBP-R2 block,M5 ag,M5 PAM
CCC(C)[C@H](Nc1nc(-c2ccccc2)nc2c1oc1ccccc12)C(=O)O (some centres not stated),-0.2,2,3,1,1,0,17,-1,-3
CCN1CCN(C(CNS(=O)(=O)c2ccc(C)cc2)c2cccnc2)CC1 (configuration not stated),1.3,6,0,8,-6,-9,-2,-8,-1
CC1CCN(C(=O)COC(=O)c2ccc(=O)n(Cc3ccccc3)n2)CC1,7.8,6,0,7,5,-7,-2,-4,2

# Main list, from the first entry:
SMILES,CRFR2-BP ag,IDE inh,CHRM4 agonist,M4 PAM,CHRM5 antagonist,CHRM4 antagonist,CRFBP-R2 block,M5 ag,M5 PAM
CCC(C)[C@H](Nc1nc(-c2ccccc2)nc2c1oc1ccccc12)C(=O)O (some centres not stated),-0.2,2,3,1,1,0,17,-1,-3
CCN1CCN(C(CNS(=O)(=O)c2ccc(C)cc2)c2cccnc2)CC1 (configuration not stated),1.3,6,0,8,-6,-9,-2,-8,-1
CC1CCN(C(=O)COC(=O)c2ccc(=O)n(Cc3ccccc3)n2)CC1,7.8,6,0,7,5,-7,-2,-4,2
O=C(Cn1nnc(-c2ccccc2)n1)NNC(=O)c1ccccc1,-0.4,0,2,7,7,0,-1,-5,8
Fc1ccc(/C=C/c2nnc(-c3cccs3)o2)cc1,-0.4,5,4,-8,-7,0,3,-1,-3
COC(=O)C(C)Sc1n[nH]c(=S)s1 (configuration not stated),0.3,-12,0,-4,7,3,-6,0,-3
COc1cc(NC(=S)N2CCC(C(N)=O)CC2)c(OC)cc1Cl,-3.2,2,1,3,0,-5,21,-1,-1
Cc1ccc(-c2nc(-c3cccnc3)sc2CC(=O)Nc2ccc(C)c(Cl)c2)cc1,5.0,6,5,-3,17,3,-12,-4,-16
O=S(=O)(O)c1ccc2c(c1)C(C(Cl)(Cl)Cl)OC(C(Cl)(Cl)Cl)O2 (configuration not stated),0.6,.,0,8,13,5,13,5,-5
Cc1c(NC(=O)COC(=O)c2c3c(nc4ccccc24)CCCC3)c(=O)n(-c2ccccc2)n1C,0.3,4,0,-4,6,3,4,-4,-4
COC1=C(Nc2ccccc2OC)C(=O)c2ccccc2C1=O,-0.6,3,-1,-10,5,8,-12,1,4
CSCCC(NC(=O)c1ccccc1)C(=O)NCc1ccco1 (configuration not stated),1.7,4,3,5,-4,0,24,3,0
CN1C(=O)[C@H]2[C@@H](c3ccc(C(F)(F)F)cc3)N[C@]3(CCCN(Cc4ccc(F)cc4)C3=O)[C@H]2C1=O,0.1,.,0,-4,8,6,-14,-1,0
O=C(CSc1nnc(CNC(=O)C23CC4CC(CC(C4)C2)C3)n1-c1ccccc1)Nc1ccccc1,-1.4,-3,3,5,8,4,-18,5,1
O=C(COC(=O)/C=C/c1ccc2c(c1)OCO2)NC1CCS(=O)(=O)C1 (configuration not stated),-1.9,1,1,0,0,3,18,1,7
COc1ccc(C(=O)OCc2cc(C)ccc2C)cc1S(=O)(=O)N1CCCC1,2.3,4,2,-2,9,-2,6,-3,-3
COc1ccc(-c2cc(NC=O)c3ncc(-c4cccc(OC)c4)n3c2)cc1,.,.,10,3,8,9,.,0,-5
CCc1nc2ccc(C(=O)NCCOc3ccc(OC)cc3)cn2c1N(C)C(=O)COc1ccccc1,.,.,4,-2,4,-2,.,1,-3
S=C(Nc1ccccc1)N1CCN(Cc2ccccc2)CC1,1.7,1,1,3,6,-9,1,-7,0
Cc1cccc(C(=O)NNC(=O)C2CCCCC2)c1O,-1.3,.,1,0,-3,-9,-4,2,0

# Overlap with the part before: 3 entries, followed by the next part.
SMILES,CRFR2-BP ag,IDE inh,CHRM4 agonist,M4 PAM,CHRM5 antagonist,CHRM4 antagonist,CRFBP-R2 block,M5 ag,M5 PAM
CCc1nc2ccc(C(=O)NCCOc3ccc(OC)cc3)cn2c1N(C)C(=O)COc1ccccc1,.,.,4,-2,4,-2,.,1,-3
S=C(Nc1ccccc1)N1CCN(Cc2ccccc2)CC1,1.7,1,1,3,6,-9,1,-7,0
Cc1cccc(C(=O)NNC(=O)C2CCCCC2)c1O,-1.3,.,1,0,-3,-9,-4,2,0
Cc1nc(SCC(=O)O)c(C#N)c(C)c1CC(=O)c1ccccc1,4.6,-3,1,-5,7,5,-30,0,-2
CC12CCC(C(=O)Nc3nc4ccc(Br)cc4s3)(OC1=O)C2(C)C (configuration not stated),0.6,0,1,-3,0,-4,-30,-1,-4
CC(NC(=O)c1cccc(Cl)c1)C1CC2CCC1C2 (configuration not stated),-0.8,4,0,4,15,-10,-2,-4,-4
Cn1c(CC(=O)NNC(=O)c2ccc(Cl)nc2)nc2ccccc21,1.2,-3,0,8,11,-16,3,0,1
O=C(COc1ccc(F)cc1Cl)Nc1cccc(S(=O)(=O)N2CCCCCC2)c1,5.6,2,2,5,2,-4,0,5,-6
Cn1nc(-c2ccccc2)cc1NC(=O)[C@@H]1O[C@H](CO)[C@H](O)[C@H](O)[C@H]1O,.,.,0,3,8,-3,.,1,-1
CCC(=O)Nc1ccc(Nc2ccccc2)cc1,-1.0,-1,1,-3,5,2,-14,1,-7
O=C(COC(=O)CCc1c[nH]c2ccccc12)Nc1ccccc1C(F)(F)F,0.1,-3,3,0,-2,2,-2,1,0
O=C(Nc1ccc(C2CCCCC2)cc1)C1CCN(c2ncccn2)CC1,1.0,-5,0,-1,-2,6,7,5,-1
COc1ccc(C(=O)O/N=C(\N)c2ccccc2Cl)cc1OC,1.0,-9,2,1,-1,-2,16,-5,2
COc1ccccc1Cc1c(-c2ccc(C#N)cc2)nc2c(Cl)cc(C(F)(F)F)cn12,.,.,2,5,8,0,.,-1,-5
CCN(Cc1ccncc1)C(=O)c1ccco1,-0.8,-2,0,-5,-5,14,1,-2,4
Cc1ccccc1-c1nc(CS(=O)CC(=O)NCc2ccccc2)c(C)o1 (configuration not stated),0.3,0,2,-5,-3,-7,-6,0,1
COc1cc(C=Nc2c(C)cc(C)cc2C)ccc1OC(C)=O,-1.3,-3,0,-1,-7,8,51*,-1,6
COc1ccc(-n2c(C)csc2=S)cc1,-3.2,4,1,0,-4,-11,-5,-1,0
COc1ccccc1C(=O)NCC(=O)N/N=C/c1cc(Br)ccc1OCc1ccccc1,1.1,3,7,-1,8,2,-8,0,-6
Nc1[nH]c(C(=O)c2ccccc2)c(-c2ccccc2C(F)(F)F)c1C(=O)NCCc1c[nH]c2ccccc12,.,.,3,16,-1,-15,.,1,0
CCn1cc([N+](=O)[O-])c(C(=O)Nc2ccc3c(c2)OCCO3)n1,0.7,-1,0,0,6,7,0,1,-4
COc1ccc([N+](=O)[O-])c2c(=O)ccoc12,-0.1,1,1,-2,0,-1,17,-1,-6
N#CCN(C(=O)COC(=O)CCCNC(=O)c1ccc(Cl)cc1)c1ccccc1,-1.7,1,7,0,8,-8,29,2,-12

# Whole records from above.
# Results for `N#CCN(C(=O)COC(=O)CCCNC(=O)c1ccc(Cl)cc1)c1ccccc1` = CRFR2-BP ag = -1.7; IDE inh = 1; CHRM4 agonist = 7; M4 PAM = 0; CHRM5 antagonist = 8; CHRM4 antagonist = -8; CRFBP-R2 block = 29; M5 ag = 2; M5 PAM = -12
# Results for `COc1ccc(-n2c(C)csc2=S)cc1` = CRFR2-BP ag = -3.2; IDE inh = 4; CHRM4 agonist = 1; M4 PAM = 0; CHRM5 antagonist = -4; CHRM4 antagonist = -11; CRFBP-R2 block = -5; M5 ag = -1; M5 PAM = 0
# Results for `Cc1ccccc1-c1nc(CS(=O)CC(=O)NCc2ccccc2)c(C)o1` (configuration not stated) = CRFR2-BP ag = 0.3; IDE inh = 0; CHRM4 agonist = 2; M4 PAM = -5; CHRM5 antagonist = -3; CHRM4 antagonist = -7; CRFBP-R2 block = -6; M5 ag = 0; M5 PAM = 1

# New compounds follow
SMILES,CRFR2-BP ag,IDE inh,CHRM4 agonist,M4 PAM,CHRM5 antagonist,CHRM4 antagonist,CRFBP-R2 block,M5 ag,M5 PAM
COc1ccc(/C=N/N2C(C)CCCC2C)cc1O (configuration not stated),-0.8,2,1,7,-3,-3,8,-1,4
CCOC(=O)C1=C(C)c2ccccc2N(S(=O)(=O)C(F)(F)F)C1C(=O)OCC (configuration not stated),1.4,.,-2,1,15,19,-4,-3,-8
O=C(Nc1ccc(Cl)cc1)N1CCC(c2ccccc2)C1 (configuration not stated),0.2,6,11,-9,21,2,5,-3,-11
Clc1ccc2nc(CSc3ncn[nH]3)cn2c1,1.5,12,0,-3,2,-1,-9,-1,0
COc1ccccc1C(=O)Nn1cnnc1,-2.0,-1,1,-1,13,2,-3,-5,-2
CC(C)(C)Nc1nc(-c2ccccn2)nc2ccccc12,-0.9,0,6,9,11,-12,-5,0,-4
CCOc1ccc2c3c(c(=O)oc2c1OCC)CCCC3,-1.9,2,0,7,11,-3,14,-5,2
CCOCCn1ccc2c(OCC(=O)Nc3ccc(OC)cc3OC)cccc2c1=O,-3.8,6,5,10,3,-1,2,-3,-3
N#Cc1cnn2c3c(cnc12)C(=O)N1CCc2ccccc2C1C3 (configuration not stated),-0.3,-3,14,-7,21,0,6,1,-15
COc1ncccc1C(=O)N1CCC(n2nccc2NC(=O)CC(C)C)CC1,0.8,0,1,0,10,-2,-10,-2,-4
CCOn1c(SC(C)C)nc2ccccc2c1=O,1.4,5,-2,15,11,12,6,-4,-5
O=C(Nc1cccs1)Nc1c(F)c(F)c(F)c(F)c1F,-0.8,10,14,0,23,10,15,8,-17
CCOC(=O)c1c(NC(=O)C2CCCCC2C(=O)O)sc2c1CCCCC2 (configuration not stated),-1.0,1,-1,8,5,2,-4,9,5
O=C(C1CCC1)N1CCN(S(=O)(=O)c2ccc(Br)cc2Cl)CC1,0.7,4,7,2,8,-2,3,6,-6
Cc1ccc(NS(=O)(=O)c2cccc(C(=O)N3CCCC(C)C3)c2)cc1 (configuration not stated),-0.9,-2,2,10,8,-7,-4,1,-6
COC(=O)C(NNc1ccc(F)cc1)(NC(=O)c1ccccc1)C(F)(F)F (configuration not stated),-0.1,2,0,13,-1,12,9,-4,4
